GRIN3A LBD mod: modulators (binders) of human NR3A ligand-binding domain. hit rate 2.5% among 340,000. Tm shift relative to glycine control, % at 25 µM. NR3A LBD differential scanning fluorimetry, Tm shift; 0% = protein alone, 100% = glycine-bound protein;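 active means melting temperature shift of at least 10% of the positive control shift, at one fixed dose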
SENP8 block: SENP8 (human) protease inhibition | Q96LD8 | recombinant SENP8, Nedd8 substrate fluorescence | inhibition, % at 20 µM | hit rate 0.64% among 360,000 | AID 602440; in the data active means inhibition mostly above about 40%, no sharp cut-off; inactive means mostly below about 27%
Target sequence (Q96LD8 whole entry, looked up): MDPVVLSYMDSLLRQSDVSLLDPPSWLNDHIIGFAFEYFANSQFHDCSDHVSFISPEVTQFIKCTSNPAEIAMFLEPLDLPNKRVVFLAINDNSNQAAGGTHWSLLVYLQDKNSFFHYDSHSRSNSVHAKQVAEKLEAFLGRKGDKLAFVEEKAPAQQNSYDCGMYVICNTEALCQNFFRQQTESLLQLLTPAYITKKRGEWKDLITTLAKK
PfG6PD inh: PfG6PD (Plasmodium falciparum) enzyme inhibition | PfGluPho enzyme, NADPH resazurin-diaphorase fluorescence | inhibition, % at 20 µM | hit rate 0.78% among 350,000;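 active means inhibition reaching at least a set limit at 20 µM in the primary screen, cut at about 59% in these data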;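 further: 0% = DMSO wells with substrate and 100% = DMSO wells lacking glucose-6-phosphate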
MPTP block: inhibitors of mitochondrial permeability transition pore; isolated mouse mitochondria, Ca2+ swelling absorbance, 30 min; inhibition, % at 10 µM; hit rate 1.4% among 360,000;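 active means inhibition of 50% or more, scaled per plate between neutral and stimulator controls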;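 further: 0% = DMSO wells given calcium and 100% = 1 mM EGTA wells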
SENP1 FRET inh: inhibitors of human SENP1 SUMO protease catalytic domain; Q9P0U3; AID 624204; inhibition, % at 10 µM; recombinant SENP1 catalytic domain, CyPet-SUMO1-YPet FRET cleavage; hit rate 0.21% among 360,000;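 active means inhibition at least 30% at 10 µM, raw YFP signal under a set limit, fluorescence ratio 0.5 to 1.5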;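 further: 0% = enzyme with DMSO and 100% = no enzyme wells; some results filed as inactive read as strong as hits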
Target sequence (Q9P0U3 419-644 limits assumed): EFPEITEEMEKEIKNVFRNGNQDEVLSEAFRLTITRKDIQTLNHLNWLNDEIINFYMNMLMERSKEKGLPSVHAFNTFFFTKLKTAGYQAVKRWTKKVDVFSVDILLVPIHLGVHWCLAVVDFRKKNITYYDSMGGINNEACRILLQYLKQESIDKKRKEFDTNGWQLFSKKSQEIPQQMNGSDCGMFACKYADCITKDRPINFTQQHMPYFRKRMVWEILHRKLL
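Controls: no-enzyme wells low, DMSO-plus-enzyme wells high control. Test system: human recombinant His6-tagged SENP1 catalytic domain enzyme. Reagent: SFCypet-SUMO1-SFYpet FRET protein substrate, 25 nM final. Doses: one dose per compound, 10 µM, 0.5% DMSO. Detection: FRET, CFP and YFP emission. Timing: 50 min reaction at room temperature.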
SENP6 inh: blocks the human protease SENP6; Q9GZR1; Recombinant SENP6 catalytic domain, aminoluciferin luminescence; inhibition, % at 10 µM; hit rate 1.8% among 330,000; AID 2599;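 active means inhibition above about 50% at the single tested dose, limit read from the data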;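 further: plate controls were DMSO wells with enzyme for no effect and DMSO wells lacking enzyme for full effect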
ATG4B inhibitor: ATG4B (human) cysteine protease inhibition. hit rate 0.51% among 340,000. AID 504462. ATG4B cleavage of LC3-PLA2, NBD-HPC fluorescence, 1 h. Q9Y4P1. inhibition, % at 8.33 µM; in the data active means inhibition above about 40%
Target sequence (Q9Y4P1 whole entry, looked up): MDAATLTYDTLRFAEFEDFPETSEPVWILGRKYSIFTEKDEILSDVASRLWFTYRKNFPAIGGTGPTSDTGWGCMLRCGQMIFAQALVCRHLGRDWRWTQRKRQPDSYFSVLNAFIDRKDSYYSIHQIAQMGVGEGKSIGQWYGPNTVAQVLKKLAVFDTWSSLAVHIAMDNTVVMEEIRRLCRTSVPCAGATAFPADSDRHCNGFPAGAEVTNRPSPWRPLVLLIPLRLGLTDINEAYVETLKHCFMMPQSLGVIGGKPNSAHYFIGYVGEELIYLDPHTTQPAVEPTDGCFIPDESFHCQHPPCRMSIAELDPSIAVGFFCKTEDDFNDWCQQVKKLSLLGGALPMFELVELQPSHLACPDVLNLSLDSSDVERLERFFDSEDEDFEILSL
hIAP act: increases human intestinal alkaline phosphatase activity; purified human IAP, CDP-Star luminescence, 30 min; stronger effect = higher value; 1 = vehicle-only enzyme, 0 = enzyme-free background; hit rate 0.16% among 330,000; AID 2524; activation factor at 10 µM; P09923;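 active means activation factor of the enzyme at least 2-fold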; further: the source names both 10 and 20 µM as test concentration; values of inactives mirror those of a sister screen read the other way
* marks the source's active call; other numbers are inactive results; i = inactive; nt = not tested or not shown. Rows were taken by chance; overall some 6.7% were active at least once.

SMILES | GRIN3A LBD mod | SENP8 block | PfG6PD inh | MPTP block | SENP1 FRET inh | SENP6 inh | ATG4B inhibitor | hIAP act
COc1ccc(OC)c(C(=O)c2c(C)oc3cc([N+](=O)[O-])c(O)c([N+](=O)[O-])c23)c1 | 0 | 19 | 0 | 1.6 | 4 | -17 | 1 | 0.87
CCN(CC)C(=O)COc1cc(C)cc2oc(=O)cc(-c3ccccc3)c12 | 0 | -28 | 1 | -3.6 | -1 | -17 | -5 | 0.94
Cc1ccc(NC(=O)COC(=O)CNC(=O)C2CCCCC2)cc1S(=O)(=O)N(C)C | 0 | 12 | 4 | -1.4 | 3 | -11 | 0 | 1.2
COc1c2n(C)ccc3c-2n(c(=O)c1=O)c1ccccc31 | -2 | -13 | 10 | 1.0 | -2 | 3 | -1 | 0.77
O=C(NCCCN1CCN(c2cccc(Cl)c2)CC1)c1cccc(N2CCCC2=O)c1 | 1 | 3 | 2 | 0.8 | 1 | -20 | -4 | 1.1
CCOc1ccc(NC(=O)CN2CCN(CC(=O)Nc3ccc(OC)cc3)CC2)cc1 | -2 | 7 | -14 | 0.5 | -1 | 6 | 6 | 1.1
CCOc1ccccc1N(CC(=O)N1CCC(C(N)=O)CC1)S(=O)(=O)c1ccc(SC)cc1 | 0 | 6 | -2 | -0.1 | 2 | -12 | -2 | 0.98
CC(C)CC(=O)/C=C/n1c(=S)oc2ccccc21 | 0 | 20 | 13 | 1.5 | 1 | nt | 0 | nt
Cc1sc2ncnc(N3CCCCC3C)c2c1C (stereo not given) | -2 | 2 | 7 | 60* | -1 | -5 | -15 | 1
O=[N+]([O-])c1ccc2oc(/C=C/c3ccc(O)cc3)nc2c1 | nt | -7 | -1 | 6.2 | 1 | nt | nt | nt
CCC1(CC)CNC(=O)NC1 | -1 | 7 | -14 | -2.1 | 0 | nt | 3 | nt
COc1cccc(CN(C)C(=O)CC23CC4CC(CC(C4)C2)C3)c1OC | 0 | 11 | 4 | -0.1 | 1 | 18 | -7 | 0.94
COC(=O)C1=C(C(=O)OC)[C@@H]2Nc3ccccc3[C@@]23C[C@@H](C(=O)OC)N(C(=O)c2cc(C)oc2C)C3=N1 | -1 | 4 | -1 | 1.5 | 0 | -17 | -7 | 1
CCN(CC)S(=O)(=O)c1ccc(C(=O)NNC(=O)c2csc(N3CCOCC3)n2)cc1 | -2 | -7 | -14 | -2.5 | 1 | -1 | 0 | 1.7
COC(=O)c1ccc(CNC(=O)c2c3c(nc4ccccc24)CCN(Cc2ccccc2)C3)cc1 | -3 | -181 | 5 | -1.1 | -21 | 16 | 27 | 0.9
CCCNC(=O)c1cn(CC)c2cc(N3CCN(C)CC3)c(F)cc2c1=O | -1 | -293 | 8 | 3.0 | 2 | 0 | -2 | 1.4
Cc1ccc(S(=O)(=O)N2CCN(C(=O)CN3C(=O)c4ccc([N+](=O)[O-])cc4C3=O)CC2)c(C)c1 | 0 | 14 | -7 | 2.8 | 4 | -5 | 3 | 0.86
O=C(CN1CCN(c2ccccc2)CC1)Nc1c(C(=O)C2CC2)oc2ccccc12 | -3 | 6 | -1 | -2.3 | -1 | -7 | 2 | 0.89
Cc1ccc([N+](=O)[O-])cc1/C=N/Nc1nnnn1-c1ccccc1 | 3 | 0 | 0 | 2.9 | 4 | -17 | -5 | 0.9
O=C1NC[C@H](c2ccccc2)OC(=O)[C@@H](Cc2ccc(F)cc2)C/C=C\C[C@H]1CC(=O)N(CCO)Cc1ccccc1 | -24 | 26 | -16 | -1.2 | 1 | 8 | -1 | 0.98
Cc1nnc(NC(=O)CCS(=O)(=O)Cc2ccccc2)s1 | -5 | 5 | 9 | -2.1 | -2 | -22 | -3 | 0.93
CC(C)=CCCC(C)CN1CCC(N2CCC(C(=O)N3CCCC3)CC2)CC1 (stereo not given) | 0 | 3 | 0 | 9.3 | -5 | -4 | -2 | 1.1
Cc1ccc(CN2CCN(/N=C/c3cccn3C)CC2)c(C)c1 | 0 | 17 | 3 | 1.5 | 0 | -11 | -1 | 0.99
Cc1ccc(S(=O)(=O)N2CCC(C(=O)OCC(=O)N(C)Cc3ccccc3)CC2)cc1C | 2 | 34 | -16 | -0.5 | 0 | -27 | -1 | 1.2
Cc1ccc(/C=N/NC(=O)CSCc2ccc(Cl)cc2)cc1 | -5 | 8 | 59* | 1.9 | 0 | -6 | -8 | 1.1
CCC1CCCCN1CCCNC(=O)Cn1cnc2sc(C)c(S(=O)(=O)N3CC(C)CC(C)C3)c2c1=O (stereo not given) | 0 | 6 | 1 | -1.3 | -27 | -1 | -4 | 0.94
CCc1ccc(/C=N/NC(=O)Cc2ccc(OC)c(OC)c2)s1 | 1 | 7 | 10 | 1.0 | -1 | -2 | -12 | 1.1
CCN(CC)CCN(C(=O)c1ccc2c(c1)CCCC2)c1nc2c(C)cccc2s1 | 2 | 10 | 29 | -0.2 | 1 | -3 | 0 | 0.87
O=C(c1ccccc1Cl)N1CCNCC1 | -2 | 15 | -2 | -2.5 | 1 | -3 | -7 | 0.85
Cc1cccc2c(SCC(=O)NCC3CCCO3)nc(-c3ccc(F)cc3)nc12 (stereo not given) | nt | -4 | -10 | 1.0 | 0 | 8 | -8 | 0.92
CC(NC(=O)C(C)N1C(=O)c2cccc([N+](=O)[O-])c2C1=O)c1ccccc1 (stereo not given) | -3 | 5 | -16 | -0.3 | 2 | 3 | 10 | 0.98
COc1cc(/C=C/CN2CCC(CO)(CC3CCCCO3)CC2)ccc1O (stereo not given) | 0 | 2 | 6 | -0.3 | -3 | 5 | 27 | 0.98
Cc1nn(-c2ccccc2)c(Cl)c1/C=N/NS(=O)(=O)c1ccc(Br)cc1 | 17* | 10 | -23 | 41 | -4 | 5 | -20 | 1.1
O=[N+]([O-])c1ccc(Cl)c(S(=O)(=O)Nc2cccc(S(=O)(=O)NC3=NCCC3)c2)c1 | -5 | 22 | 67* | 1.6 | 2 | -7 | -1 | 0.92
O=C(Cn1cnc(S(=O)(=O)N2CCCC2)c1)Nc1ccccc1 | 3 | 6 | 1 | 0.9 | -1 | 1 | 0 | 1.2
O=C(/C=C\Nc1ccc(S(=O)(=O)Nc2ncccn2)cc1)c1ccccc1 | -3 | -413 | -26 | 0.5 | -109 | nt | -2 | nt
O=C(NCC1CCCO1)C1CCN(S(=O)(=O)c2ccc(Br)cc2)CC1 (stereo not given) | -3 | -2 | 3 | -1.6 | 1 | -4 | -6 | 0.91
CN(C)c1ccc2c(=O)[nH][nH]c(=O)c2c1 | -1 | -144 | 0 | 2.3 | 0 | 13 | -3 | 0.9
CC(C)CC(c1nnnn1CC1CCCO1)N1CCN(Cc2ccc3c(c2)OCO3)CC1 (stereo not given) | -2 | 17 | -8 | 0.4 | 2 | -4 | -4 | 1.1
O=C(CCCOc1ccccc1)NNC(=O)c1ccncc1 | 0 | 8 | 0 | 0.9 | 2 | -20 | 3 | 1.1
O=C1OC(Cc2ccccn2)C(=O)C1=C1SCCS1 (stereo not given) | -1 | 11 | -5 | 0.8 | 0 | -17 | -2 | 0.91
Cc1cc(C)cc(C(=O)O/N=C(\N)c2ccc(Br)cc2)c1 | -18 | 8 | -2 | 0.2 | 3 | -4 | -4 | 0.96
CCOc1cc2c3c(c1)C1(OCCO1)C(=O)N3C(C)(C)CC2C (stereo not given) | -4 | 1 | 7 | -3.8 | 1 | -22 | -4 | 1.1
CCOC(=O)CSc1nc2sc3c(c2c(=O)n1C1CCCCC1)CCN(C)C3 | -4 | i | 12 | -1.5 | -18 | 2 | -8 | 1.1
COc1ccc([N+](=O)[O-])cc1NC(=O)C(C)Sc1nc(C)c(C)c(C)n1 (stereo not given) | -6 | 4 | 23 | 1.3 | 1 | -24 | 0 | 1.1
COc1cc(C2=NC(CO)(CO)CO2)cc(OC)c1OC | -2 | 18 | -8 | 1.0 | -1 | -10 | -1 | 1
COc1cc(OC)c2ccc(=O)oc2c1C(CCN1CCOCC1)c1ccc2c(c1)OCO2 (stereo not given) | 15* | -253 | 3 | -0.7 | -15 | nt | -7 | nt
Cc1cc(N)n2nc(C)c(-c3ccc(Cl)cc3)c2n1 | -5 | -407 | 16 | -0.3 | 0 | -17 | 11 | 1.4
CS(=O)(=O)c1ccc(C(=O)Nc2ccc(N3CCCCC3)cc2)c(Cl)c1 | -2 | 15 | -1 | 0.4 | 4 | -3 | 0 | 1.3
COc1cccc(NC(=O)COC(=O)CC(NC(N)=O)c2ccc(Cl)cc2)c1 (stereo not given) | -1 | 1 | 4 | 2.9 | 2 | -13 | -6 | 1
CCn1c(O)c(/C=N/NC(=O)c2ccncc2)c(=O)n(CC)c1=S | -3 | -397 | -45 | -0.3 | -21 | nt | -1 | nt
Cc1cccc(NC(=O)NC2CC(=O)N(c3ccc4c(c3)OCCO4)C2)n1 (stereo not given) | -1 | 14 | -22 | 0.4 | 2 | -7 | -14 | 0.98
NC(=O)C1CCN(C(=O)COc2cccc3ccccc23)CC1 | -2 | 6 | 1 | -1.5 | 3 | -25 | -3 | 0.88
Cc1ccc(/C=N/NC(=O)CCSc2ccccc2)cc1 | -2 | 23 | 11 | 4.0 | 2 | 0 | -9 | 0.98
O=C(NCCS(=O)(=O)N1CCN(c2ccccc2F)CC1)c1ccc(Cl)cc1 | 2 | -1 | -8 | 0.0 | 2 | -11 | 2 | 1
O=C1/C(=C/c2ccc(O)cc2)COc2ccccc21 | -12 | -10 | -22 | 1.0 | 5 | 95* | 1 | 0.82
Cc1ccc(C(=O)N=c2sccn2C)o1 | -1 | -54 | -6 | -1.5 | 2 | 1 | 2 | 0.98
O=C(NCC1COCCO1)c1cc(COc2c(F)cccc2F)on1 (stereo not given) | -2 | 2 | -18 | -0.2 | -1 | -6 | 17 | 1.1
CC(=O)CC(c1ccccc1)S(=O)(=O)c1ccc([N+](=O)[O-])cc1 (stereo not given) | 1 | 12 | -9 | -0.3 | 3 | -1 | 2 | 1.1
N/C(=N\N=C\c1cccs1)SC1CC(=O)N(c2ccc(Br)cc2)C1=O (stereo not given) | 5 | -3 | -26 | 2.2 | 3 | -5 | 13 | 1.1

Among those listed so far, these contain a furan ring, fused or not.
SMILES | GRIN3A LBD mod | SENP8 block | PfG6PD inh | MPTP block | SENP1 FRET inh | SENP6 inh | ATG4B inhibitor | hIAP act
COc1ccc(OC)c(C(=O)c2c(C)oc3cc([N+](=O)[O-])c(O)c([N+](=O)[O-])c23)c1 | 0 | 19 | 0 | 1.6 | 4 | -17 | 1 | 0.87
COC(=O)C1=C(C(=O)OC)[C@@H]2Nc3ccccc3[C@@]23C[C@@H](C(=O)OC)N(C(=O)c2cc(C)oc2C)C3=N1 | -1 | 4 | -1 | 1.5 | 0 | -17 | -7 | 1
O=C(CN1CCN(c2ccccc2)CC1)Nc1c(C(=O)C2CC2)oc2ccccc12 | -3 | 6 | -1 | -2.3 | -1 | -7 | 2 | 0.89
Cc1ccc(C(=O)N=c2sccn2C)o1 | -1 | -54 | -6 | -1.5 | 2 | 1 | 2 | 0.98

Further records follow.
SMILES | GRIN3A LBD mod | SENP8 block | PfG6PD inh | MPTP block | SENP1 FRET inh | SENP6 inh | ATG4B inhibitor | hIAP act
CCc1ccccc1NC(=O)C1CCCC1 | 3 | 4 | 1 | 4.4 | 1 | 7 | 0 | 0.9
NC(=O)c1nn(-c2cccc(Cl)c2)c(=O)cc1O | 2 | 4 | -23 | -4.3 | 1 | -19 | 4 | 0.9
CCN(Cc1cc(OC)c(OC)c(OC)c1)C(=S)Nc1cccc(SC)c1 | 0 | 16 | -7 | 24 | 3 | -4 | -3 | 1.2
CCOc1ccccc1N1CCN(C(=O)c2ccc3nc(N)sc3c2)CC1 | -1 | -11 | -13 | -0.3 | -4 | 0 | -2 | 1
Cc1ccccc1N(CC(=O)NC1CCCC1)C(=O)C1(C)CC(=O)N=C2C=CC(Cl)=CN21 (stereo not given) | 1 | -296 | -5 | -0.6 | -2 | -3 | 0 | 1

Source: PubChem
